HTR5A ag – HTR5A agonists in luminescence cell assay, primary screen, counter-screen for OPRM1-OPRD1 heterodimer agonist project, full-deck HTS. 5-hydroxytryptamine receptor 5A (Homo sapiens), P47898. cell-based. activation, % at 9.3 µM. hit rate 0.61% among 340,000. AID 504692, 2011; in the data active = activation mostly above about 9.5%, no sharp cut-off; inactive = mostly below about 7.6%;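 note: 0% = cells with vehicle only and 100% = reference agonist; strong numbers were not always called active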
Target sequence (P47898 whole entry, looked up): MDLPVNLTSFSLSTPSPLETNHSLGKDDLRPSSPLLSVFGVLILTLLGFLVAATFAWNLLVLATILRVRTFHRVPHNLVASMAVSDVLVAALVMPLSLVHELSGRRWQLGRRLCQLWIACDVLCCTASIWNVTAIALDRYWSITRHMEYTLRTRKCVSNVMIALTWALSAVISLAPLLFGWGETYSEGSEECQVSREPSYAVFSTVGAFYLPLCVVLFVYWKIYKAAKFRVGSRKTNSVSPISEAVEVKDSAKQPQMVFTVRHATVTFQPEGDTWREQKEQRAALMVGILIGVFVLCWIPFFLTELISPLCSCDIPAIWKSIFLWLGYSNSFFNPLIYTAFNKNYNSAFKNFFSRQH
MOR-DOR ag – agonists of OPRM1-OPRD1 heterodimerization, primary screen, cell-based, luminescence; cells; hit rate 0.3% among 340,000; activation, % at 9.3 µM; AID 504326, 2011; Mu-type opioid receptor (Homo sapiens) + Delta-type opioid receptor (Homo sapiens), …; in the data active = activation above about 18%;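 note: 0% = vehicle-treated cells and 100% = reference agonist; values of inactives mirror those of a sister screen read the other way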
PfHsp90 set2 – growth inhibition of PfHsp90-expressing yeast, primary screen, antimalarial PfHsp90 inhibitor project, S. cerevisiae, BacTiter-Glo luminescence, single point, set 2 | BacTiter-Glo ATP, 48 h; yeast lacking PDR1 and PDR3 efflux regulators | hit rate 0.32% among 310,000 | inhibition, % at 9.4 µM | AID 504621, 2011;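 active = every replicate shows inhibition above about 80%, whatever the replicate mean, limit read from the data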;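 note: 0% = DMSO neutral controls and 100% = 20 µM radicicol positive controls; yeast relying on Plasmodium falciparum Hsp90 in place of its own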
E coli growth – E. coli V3065 growth inhibition, primary screen, counter-screen for AddAB inhibitor project, absorbance, OD600; hit rate 0.27% among 330,000; AID 449728, 2010; 18 h; inhibition, % at 11.9 µM;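 active = inhibition above the campaign's mean inhibition across all tested compounds plus 3 SD, cut at about 9.9% in these data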;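 note: uninfected addAB+ strain grown without phage in ampicillin broth; 0% = DMSO wells and 100% = ciprofloxacin 0.95 µg/ml wells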
Pemphigus Ab inh – inhibitors of pemphigus antibody binding to DSG3, primary screen, biochemical, bead-based, flow cytometry, scFv-GFP | Desmoglein-3 (Homo sapiens), P32926 | DSG3-coupled beads, scFv-anti-DSG3-GFP binding; stronger effect = lower value | binding (percent of control), % at 10 µM | hit rate 0.48% among 310,000;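 active = binding more than 3 SD below its plate's average and above zero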; note: some compounds called inactive have numbers as strong as hits
PKA-R1A activ – activators of PKA-R1A holoenzyme, primary screen, biochemical, fluorescence polarization, Cy5-IP20, bovine R1A, mouse PKAc; hit rate 0.083% among 340,000; cAMP-dependent protein kinase type I-alpha regulatory subunit (Bos taurus) + …; AID 504707, 2011; PKA-R1A dissociation; scaled: DMSO 0%, 113 µM cGMP 100%; activation, % at 11.4 µM;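 active = percent activation above the mean of all tested compounds plus 3 SD, cut at about 19% in these data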;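 note: higher means more PKAc released from R1A so a rise in polarization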
phage Ecoli inh – growth loss of phage-infected E. coli, primary screen, RecBCD inhibitor project, absorbance, with phage, HTS | hit rate 0.26% among 360,000 | AID 651602, 2012 | inhibition, % at 11.9 µM; in the data active = inhibition above about 11%
OPRM1-OPRD1 inv – inverse agonists of MOR-DOR heterodimerization, primary screen, cell-based, luminescence | Mu-type opioid receptor (Homo sapiens) + Delta-type opioid receptor (Homo sapiens), … | cell-based MOR-DOR heterodimer luminescence, inverse agonism | inhibition, % at 9.3 µM | hit rate 0.21% among 340,000 | AID 504357, 2011; in the data active = inhibition above about 22%, passing the limit was not always enough;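 note: 0% = cells with DMSO and 100% = wells without cells with DMSO; values of inactives mirror those of a sister screen read the other way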
HTR5A inv ctr – HTR5A inverse agonists in luminescence cell assay, primary screen, counter-screen for OPRM1-OPRD1 heterodimer inverse agonist project, full-deck HTS; HTR5A cell line, inverse agonism; inhibition, % at 9.3 µM; hit rate 0.083% among 340,000; in the data active = inhibition mostly above about 23%, no sharp cut-off; inactive = mostly below about 18%;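 note: 0% = cells with DMSO and 100% = no-cell wells with DMSO; some compounds called inactive have numbers as strong as hits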
AddAB inh – growth inhibition of E. coli expressing H. pylori AddAB, primary screen, AddAB inhibitor project, absorbance; AID 435030, 2010; inhibition, % at 11.9 µM; hit rate 0.29% among 330,000; in the data active = inhibition above about 12%;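 note: 0% = vehicle wells of infected cells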
Mot1-301 SUMO – yeast Mot1-301 growth rescue at high temperature, primary screen, SUMOylation pathway inhibitor project, S. cerevisiae, ATP luminescence, 38.5C; S. cerevisiae Mot1-301 growth rescue; percent above DMSO median, 100 means doubled; growth rescue, % at 18.8 µM; hit rate 1% among 320,000;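 active = every valid replicate shows activation above 250% relative to neutral control wells; inactive = the rest, any valid replicate at or below 250%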;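 note: OY570 slx delta 5 strain wells were the positive control but not used for scaling; some compounds called inactive have numbers as strong as hits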
An asterisk follows results filed as active; · = no result given.

no.	molecule	HTR5A ag	MOR-DOR ag	PfHsp90 set2	E coli growth	Pemphigus Ab inh	PKA-R1A activ
1	O=C(COC(=O)CCOc1ccccc1)Nc1ccc(Cl)cn1	3	-2.5	-3	-1.4	114	1
2	COc1cc2c(cc1OC)C(c1ccccc1F)NCC2 (stereo unspecified)	6	-3.5	11	0.5	101	4
3	CCC(C)N(C(=O)COc1ccccc1C(=O)NCc1ccccc1)C1CCS(=O)(=O)C1 (stereo unspecified)	-4	0.4	35	1.1	118	4
4	CCc1ccc2nc(N(CCCN(C)C)C(=O)c3ccc(S(=O)(=O)N4CCc5ccccc5C4)cc3)sc2c1	5	29*	·	-2.0	·	-1
5	Cc1nnc(SCC(=O)N2CCC(C(N)=O)CC2)s1	-1	-2.1	5	-0.3	106	-4
6	Cc1nnn(C23CC4CC(CC(C(=O)NN)(C4)C2)C3)n1	0	-0.6	3	1.6	123	4
7	Cc1ccc(N(C(=O)c2csnn2)C(C(=O)NC(C)(C)C)c2ccncc2)cc1 (stereo unspecified)	0	1.5	4	1.7	108	-3
8	CCc1ccc(/C=N/NC(=O)c2c[nH]c3ccccc23)s1	4	-2.0	14	-2.3	83	-6
9	COc1ccc(C(=O)N/N=C/c2ccc(OC)c(CN3CCN(c4ccc(F)cc4)CC3)c2)cc1	-2	-2.1	-17	2.1	113	-2
10	COc1ccccc1/C=C/c1onc(C)c1S(=O)(=O)N1CCC(C(=O)NC2CCCCCC2)CC1	-2	0.2	8	-0.8	106	0
11	CCOC(=O)C(=CNc1cc(Cl)c(-c2ccco2)c(Cl)c1)C(=O)OCC	2	-1.0	14	0.8	109	-3
12	CN(C)Cc1c(-c2ccc(Cl)cc2)nc2ccc(Cl)cn12	-2	4.5	27	1.6	100	-5

no.	phage Ecoli inh	OPRM1-OPRD1 inv	HTR5A inv ctr	AddAB inh	Mot1-301 SUMO
1	1.0	10	7	1.4	-6
2	2.1	16	-21	4.2	-4
3	2.0	-2	10	1.3	-12
4	3.1	-168	-17	0.5	1
5	2.4	12	-7	-1.9	100
6	5.6	3	-38	2.1	11
7	2.0	-9	-31	1.3	9
8	2.9	10	-12	1.0	16
9	1.6	11	13	2.7	-17
10	3.3	-1	9	3.2	-1
11	1.0	5	-27	1.6	12
12	5.2	-23	6	0.1	-3

3 of the entries above in order of their number in Pemphigus Ab inh, lowest first.
entry	canonical_smiles	Pemphigus Ab inh
2	COc1cc2c(cc1OC)C(c1ccccc1F)NCC2 (stereo unspecified)	101
1	O=C(COC(=O)CCOc1ccccc1)Nc1ccc(Cl)cn1	114
6	Cc1nnn(C23CC4CC(CC(C(=O)NN)(C4)C2)C3)n1	123

A few values from the list:
Cc1nnn(C23CC4CC(CC(C(=O)NN)(C4)C2)C3)n1 in HTR5A ag reads 0
O=C(COC(=O)CCOc1ccccc1)Nc1ccc(Cl)cn1 in HTR5A ag reads 3
COc1ccc(C(=O)N/N=C/c2ccc(OC)c(CN3CCN(c4ccc(F)cc4)CC3)c2)cc1 in OPRM1-OPRD1 inv reads 11
CN(C)Cc1c(-c2ccc(Cl)cc2)nc2ccc(Cl)cn12 in Pemphigus Ab inh reads 100

Additional results follow:
no.	molecule	HTR5A ag	MOR-DOR ag	PfHsp90 set2	E coli growth	Pemphigus Ab inh	PKA-R1A activ
13	CCC1(c2ccccc2)NC(=O)N(CC(=O)N(CC(=O)Nc2ccccc2C(F)(F)F)Cc2ccco2)C1=O (stereo unspecified)	3	1.3	-19	1.8	99	-2
14	CC(=O)N1CCc2cc(Br)cc(S(=O)(=O)NCCCN(C)Cc3ccccc3)c21	-2	1.0	-19	0.6	92	-4
15	CCOc1ccc(N(CC(=O)NC2CCCCCC2)S(=O)(=O)c2c(C)noc2C)cc1	0	1.1	3	0.6	103	2
16	CC(=O)Nc1cccc(C(=O)NCCc2ccco2)c1	-2	-1.4	0	12*	·	-1
17	Oc1cc(O)c2c(c1)OC(c1ccc(O)c(O)c1)C(O)C2 (stereo unspecified)	-4	0.8	-13	-0.3	107	5
18	COc1ccc2oc(C)c(C(=O)c3ccc(C)cc3)c2c1	-1	4.3	19	·	95	9
19	COCCn1c(C)cc(C(=O)CN2c3cccc4cccc(c34)S2(=O)=O)c1C	-4	3.4	-25	-1.2	92	3
20	COc1ccc(CC(=O)Nc2ccc(C)cc2O)cc1S(=O)(=O)N1CCOCC1	-3	0.1	0	3.4	104	7
21	CSc1ccc(C(c2c(C)[nH][nH]c2=O)c2c(C)[nH][nH]c2=O)cc1	0	-3.8	9	2.5	95	-4
22	NC(=O)N(CCC(=O)O)c1ccccc1	-2	-1.4	8	0.8	100	-6
23	Cc1ccc(C2(SCC(N)C(=O)O)c3ccccc3-c3ccccc32)cc1 (stereo unspecified)	1	4.0	15	·	103	0
24	COc1cccc(-c2nn(-c3ccccc3)cc2CN2CCCO2)c1	3	-4.0	-22	-1.8	100	-3

no.	phage Ecoli inh	OPRM1-OPRD1 inv	HTR5A inv ctr	AddAB inh	Mot1-301 SUMO
13	-2.4	-9	-7	3.0	·
14	3.7	-8	5	4.7	52
15	2.3	-6	1	5.8	361
16	7.7	10	6	12*	-7
17	-0.4	-5	-34	-0.2	-9
18	2.5	-20	5	·	-22
19	-1.6	-17	17	1.1	13
20	2.3	-1	14	4.1	22
21	-0.6	19	-9	3.0	36
22	1.6	7	6	4.6	0
23	-1.2	-18	-3	·	·
24	4.7	19	-7	0.3	22

(continued)
no.	molecule	HTR5A ag	MOR-DOR ag	PfHsp90 set2	E coli growth	Pemphigus Ab inh	PKA-R1A activ
25	Cc1ccccc1-c1cccc([C@@H]2C[C@H]3CN(Cc4cccnc4)C(=O)[C@]34CCCN24)c1	6	-1.6	-17	-0.9	130	0
26	CCc1ccc(Nc2nnc(SCC(=O)Nc3cccnc3Cl)s2)cc1	-2	-2.3	-13	1.4	87	5
27	O=C(O)C/C(=C\c1ccc2c(c1)OCO2)c1nc2ccccc2s1	-2	-1.5	-15	-1.8	105	-3
28	COc1ccccc1CNC(=O)CSC(=S)N1CCCC1	1	-1.9	-1	-2.4	103	-7
29	COc1cccc(-c2c(-c3cc(OC)cc(OC)c3)n(C)c3ccc(-c4ccc5cc[nH]c5c4)cc23)c1	2	-1.5	4	-0.7	93	-10
30	O=C(CCNC(=O)c1ccc(Br)cc1)NCc1ccccn1	-3	-0.4	·	-1.5	·	10
31	CCN(Cc1ccccc1)S(=O)(=O)c1nc2nc(C)c(C)c(C)n2n1	-5	-1.8	15	-3.6	100	-6
32	O=C(Cn1cc(C(=O)c2cccs2)c2ccccc21)NCc1ccc2c(c1)OCO2	-4	-2.2	-11	-0.1	75	-2
33	CCC(C(=O)NCc1ccc(C)o1)n1nc(C)c2c(C)n(-c3ccccc3)nc2c1=O (stereo unspecified)	-1	-2.3	8	1.6	99	2
34	COc1cccc(NC(=O)CN2C(=O)NC3(CCCC3)C2=O)c1	6	-0.3	-5	-1.7	110	5
35	CCOc1ccc(/C=N/NC(=O)COc2ccccc2-c2ccccc2)cc1	0	1.3	-7	-0.8	103	1
36	Cc1cc2c(c(=O)o1)C(Cc1ccccc1)C(C#N)=C(N)O2 (stereo unspecified)	1	1.9	-1	-1.5	101	-11

no.	phage Ecoli inh	OPRM1-OPRD1 inv	HTR5A inv ctr	AddAB inh	Mot1-301 SUMO
25	4.2	10	-30	-1.1	7
26	4.0	12	14	0.3	-7
27	0.0	11	-34	-2.0	-9
28	2.9	13	16	-2.2	-12
29	0.8	9	3	-0.6	11
30	2.3	3	3	-1.4	-18
31	3.2	9	14	2.1	-11
32	5.4	12	-5	2.2	12
33	2.6	12	-15	2.9	0
34	1.3	2	-15	1.8	-8
35	2.1	-8	-24	1.0	-3
36	-0.5	-9	3	1.9	261

Additional records:
no.	molecule	HTR5A ag	MOR-DOR ag	PfHsp90 set2	E coli growth	Pemphigus Ab inh	PKA-R1A activ
37	C[C@]12c3[nH]c4cc(-c5ccco5)ccc4c3CCN1C(=O)[C@@H](CC(=O)NCc1ccco1)C[C@@H]2C(=O)N1CCCCC1	2	-1.6	-23	-1.8	95	-15
38	CN(C)S(=O)(=O)c1ccc(Cl)c(NC(=O)CN2CCCC2)c1	3	3.8	6	3.1	115	-4
39	CCOC(=O)N1CCN(C(=O)c2cc3c(=O)n(C)c4ccccc4c3n2C)CC1	-1	-2.8	-3	-0.5	106	3
40	CCOc1ccc(N2C(=O)Nc3ccccc3C2(O)C(=O)NCc2ccc3c(c2)OCO3)cc1 (stereo unspecified)	-1	-2.6	10	-1.3	102	0
41	COc1ccc(NC(=O)c2c(-c3ccccc3Cl)noc2C)c(OC)c1	1	-0.6	20	-1.4	88	7
42	O=C(Nc1ccccc1)Nc1nnc(SCc2ccc(Cl)cc2)s1	5	-0.4	-1	1.6	87	4
43	CCOC1=NS(=O)(=O)c2ccccc21	6	0.0	18	0.8	103	-12
44	CC[C@H](C)[C@H]1CNC(=S)N1CC1CCN(CCC(C)(C)C)CC1	-5	-0.2	-4	·	107	-2
45	COc1ccc(C2c3c(ccc4ccccc34)Oc3ncn4nc(-c5ccco5)nc4c32)cc1OC (stereo unspecified)	2	1.0	-15	-1.6	·	-2
46	Cc1ccc(OCCSc2nnc(NC(=O)c3ccco3)s2)cc1	-4	-3.1	3	-0.9	·	8
47	CCn1c(Cn2nnc(-c3ccccc3)n2)nnc1SCc1ccc(Cl)c(Cl)c1	-2	6.0	29	0.0	·	2
48	COc1ccc(C(N)=S)c(OC)c1	-3	-4.1	-51	-0.1	85	-5
49	COC(=O)c1c(-c2ccc(F)cc2)csc1NC(=O)c1ccco1	4	-0.5	-1	-0.8	104	6
50	CC(=O)/C(=N\Nc1ccccc1Cl)Sc1cccc2cccnc12	-3	1.9	-2	-4.2	98	-2

no.	phage Ecoli inh	OPRM1-OPRD1 inv	HTR5A inv ctr	AddAB inh	Mot1-301 SUMO
37	0.1	8	-7	-0.7	·
38	2.8	-31	-10	1.2	1
39	1.4	14	3	2.5	1
40	3.4	15	6	1.0	-11
41	-1.5	3	-9	0.3	7
42	5.6	2	-3	2.8	-16
43	4.5	0	-2	2.6	12
44	0.7	1	17	·	·
45	2.9	-5	-2	3.0	1
46	0.5	18	11	-0.9	-2
47	2.3	-25	5	1.6	192
48	1.1	21	10	-2.2	-24
49	1.2	3	-22	2.6	0
50	0.4	-10	3	4.2	-21

High-throughput results: PubChem BioAssay, several laboratories
